Apoferritin bind = binds horse apoferritin like a general anesthetic. Potency, µM (top dose mostly 77.5 µM), inactives show at the highest dose activity change, negative = displacement, hits mostly inhibitors. actives 0.074% (n = 350,000). apoferritin/1-aminoanthracene competitive binding, fluorescence. P02791; note: % is set by controls: 0 for no effect and ±100 for the full control effect; nearly all actives have a fitted effect of over 20% in size
Target sequence (P02791 2-175 limits assumed): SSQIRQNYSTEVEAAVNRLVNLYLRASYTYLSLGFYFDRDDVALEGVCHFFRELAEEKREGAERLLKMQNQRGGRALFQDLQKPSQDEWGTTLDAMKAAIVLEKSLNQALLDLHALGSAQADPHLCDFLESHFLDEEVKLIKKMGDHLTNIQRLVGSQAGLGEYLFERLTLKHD
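Concentration-response curves derived by four-parameter Hill fitting of normalized fluorescence, where compounds displaced 1-AMA from 10 uM horse apoferritin following a brief 10 min room-temperature incubation; propofol titration acted as positive control.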
Pol iota inh = blocks human DNA polymerase iota activity. Pol iota fluorescent replication assay, 10 min. Potency, µM (top dose mostly 115 µM), for the others: top-dose activity, negative = inhibition, usual class: inhibitors. actives 1% (n = 390,000). AID 588590
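Fluorescent replication assay read twice, at 0 min and 10 min after adding 50 nM (final) substrate. Enzyme (10 nM) and compounds were first incubated 15 min at room temperature; enzyme-free buffer wells were negative controls.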
APE1 inh = blocks human APE1 abasic DNA cleavage | actives 0.35% (n = 350,000) | AID 2517 | Potency, µM (titrated, usually from 65.8 µM), inactives show at the top dose activity change, negative = inhibition, hits mostly inhibitors | recombinant APE1, TAMRA/BHQ-2 abasic DNA cleavage fluorescence | P27695;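 note: plate controls were vehicle for no effect and reference inhibitor for full effect; nearly all actives have a fitted effect of over 55% in size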
Target sequence (P27695 whole entry, looked up): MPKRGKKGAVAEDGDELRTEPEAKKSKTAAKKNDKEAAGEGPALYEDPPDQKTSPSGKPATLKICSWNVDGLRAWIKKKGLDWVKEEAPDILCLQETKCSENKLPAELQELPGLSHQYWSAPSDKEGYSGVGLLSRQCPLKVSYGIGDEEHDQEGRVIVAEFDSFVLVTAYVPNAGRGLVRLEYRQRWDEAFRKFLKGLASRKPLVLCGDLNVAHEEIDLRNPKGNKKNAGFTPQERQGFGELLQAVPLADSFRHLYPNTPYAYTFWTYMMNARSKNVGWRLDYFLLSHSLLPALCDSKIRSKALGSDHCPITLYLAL
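Enzyme (0.75 nM final) and test compound are incubated 15 min at room temperature before adding 50 nM quenched THF abasic-site duplex. Cleavage dequenches TAMRA, followed at 525/598 nm over three reads one minute apart.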
POLB inh = DNA polymerase beta (human) inhibition; actives 1.3% (n = 340,000); Pol beta primer extension/strand displacement, fluorescence kinetic; Potency, µM (doses to about 114 µM), for inactives: at the highest dose activity change, negative = inhibition, actives largely listed as inhibitors; P06746; note: % is set by controls: 0 for no effect and ±100 for the full control effect
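Pol beta (10 nM) and compounds were preincubated 15 min at room temperature, then 50 nM substrate (final) started primer extension/strand displacement. Reads were taken at 0 and 10 min; concentration-response data were fitted to a four-parameter Hill equation.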
Pol eta inh = DNA polymerase eta (human) inhibition; recombinant Pol eta, fluorescent DNA replication assay; actives 1.2% (n = 390,000); Q9Y253; Potency, µM (top dose mostly 114 µM), without a hit: at the top dose activity change, negative = inhibition, usual class: inhibitors; note: % is set by controls: 0 for no effect and ±100 for the full control effect
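Pol eta at 10 nM preincubated with compounds 15 min at room temperature; reaction started with fluorescent substrate (50 nM final) and read kinetically at 0 and 10 min.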
BAZ2B block = inhibitors of human BAZ2B bromodomain | Q9UIF8 | AlphaScreen BAZ2B-H3K14Ac peptide displacement | Potency, µM (doses to about 114 µM), for the others: at the highest dose activity change, negative = inhibition, most hits filed as inhibitors | actives 4.4% (n = 360,000) | AID 504333; note: % is set by controls: 0 for no effect and ±100 for the full control effect; nearly all actives have a fitted effect of over 60% in size
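Protein-peptide AlphaScreen: BAZ2B 50 nM, b-H3K14Ac 50 nM, 1x PBS pH 7.4 + 0.01% Tween-20. Preincubation 30 min RT; cpd 30 min RT (top 110 uM); beads 20 min RT, light-protected.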
G9a block = blocks human histone lysine methyltransferase G9a; Q96KQ7; G9a H3K9 monomethylation, AlphaScreen, 2 h; Potency, µM (series often up to 102 µM), for the others: at the top dose activity, negative = inhibition, most hits filed as inhibitors; actives 8.8% (n = 350,000); note: % is set by controls: 0 for no effect and ±100 for the full control effect; nearly all actives have a fitted effect of over 75% in size
Target sequence (Q96KQ7 913-1193 limits assumed): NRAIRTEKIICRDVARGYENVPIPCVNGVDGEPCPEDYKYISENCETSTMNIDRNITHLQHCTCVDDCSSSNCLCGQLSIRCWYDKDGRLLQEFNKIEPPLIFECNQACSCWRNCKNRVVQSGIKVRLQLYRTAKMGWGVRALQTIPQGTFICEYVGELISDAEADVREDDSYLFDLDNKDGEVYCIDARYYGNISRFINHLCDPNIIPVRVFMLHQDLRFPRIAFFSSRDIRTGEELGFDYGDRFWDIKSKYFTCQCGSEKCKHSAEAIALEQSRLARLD
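Compounds were preincubated with 20 nM G9a for 15 min, after which biotinylated H3K9 peptide (500 nM) and SAM (20 uM) started a 2 h room-temperature reaction. Monomethylated product was quantified by antibody-based AlphaScreen chemiluminescence.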
Pol kappa inh = DNA polymerase kappa (human) inhibition. Q9UBT6. purified Pol kappa, fluorescent DNA synthesis assay, 10 min. Potency, µM (top dose mostly 107 µM), inactives show at the highest dose activity, negative = inhibition, usual class: inhibitors. actives 0.53% (n = 400,000); note: % is set by controls: 0 for no effect and ±100 for the full control effect
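Pol kappa 10 nM + cpd, 15 min RT; start w/ substrate 50 nM final; fluorescence kinetic read, 0 and 10 min. Neg ctrl: buffer, no enzyme.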
BLM helicase inh = inhibitors of human Bloom syndrome helicase BLM; recombinant BLM DNA unwinding, fluorescence dequenching; Potency, µM (doses to about 56.1 µM), for the others: top-dose activity change, negative = inhibition, most hits filed as inhibitors; actives 0.2% (n = 350,000); AID 2528;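 note: plate controls were vehicle for no effect and no enzyme for full effect; nearly all actives have a fitted effect of over 35% in size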
* = called active by the depositor; ? = inconclusive; nt = no result given; & = joins results of further samples; [ ] = remark or other dose. Calls come from the whole dose curve; as a rule, active = well fitted curve in the direction sought with a large enough effect; inconclusive = small, poorly fitted or top-dose-only effect, or another doubt; inactive = no such curve, though single readings can be large; an effect the other way counts as inactive or inconclusive. Potency is the fitted concentration of half-maximal effect.

SMILES	Apoferritin bind	Pol iota inh	APE1 inh	POLB inh	Pol eta inh	BAZ2B block	G9a block	Pol kappa inh	BLM helicase inh
O=C(NCc1n[nH]c(=O)c2ccccc12)C1CC(=O)N(c2ccc(Cl)cc2)C1 (stereo unspecified)	nt	22%	-20%	nt	-10%	2%	-3%	-11%	nt
CN(C(=O)CSc1cc(C(=O)c2nccn2C)c2ccccc2n1)c1ccccc1	-11%	-17%	5%	1%	-23%	?	-6%	7%	-2%
COC(=O)c1[nH]c2ccc(Br)cc2c1NC(=O)Oc1ccccc1	-17%	19%	-3%	4%	-15%	-10%[57.1 µM]	11µM*	-16%	-5%
COc1ccc(S(=O)(=O)N2CCCCC2)cc1NC(=O)C1CCCO1 (stereo unspecified)	-3%	32%[activator]	2%	24%	-6%	1%	-3%	-7%	-4%
Cc1cc(C(F)(F)F)nn1C(=O)c1cccnc1Cl	-13%	-11%	4%	2%	-3%	-3%	?	-20%	-1%
CCN1CCN(C(=O)Cn2ncc3c([nH]c4ccc(C)cc43)c2=O)CC1	-3%	32%[activator]	63%[activator]	16%	-4%	-20%	36%	-2%	5%
Cc1c(CC(=O)O)c(=O)oc2cc(OCc3ccc(F)cc3F)ccc12	3%	59%[activator]	26%	-1%	-12%	-5%	12%	-10%	-2%
COC(=O)c1ccc(CNC(=O)CSc2nnc(COc3ccccc3)n2C)o1	3%	6%	-4%	1%	-13%	10%	18%[59 µM]	-1%	0%
Cc1ccccc1NC(=S)NC(C)CCc1ccccc1 (stereo unspecified)	-2%	148%[activator]	1%	21%[57.1 µM]	-2%	-2%	18%	-16%	-4%
CC(C)C1=CC2=CCC3[C@@](C)(CCC[C@@]3(C)C(=O)O)C2CC1 (stereo partly specified)	-14%	nt	4%	nt	nt	nt	nt	-9%[60.1 µM]	-4%
Cc1cnccc1CN(C)C(=O)C1CCC(=O)N(Cc2ccccc2F)C1 (stereo unspecified)	-4%	-26%	?	5%	-12%	-6%	23%[0.0925 µM]	-14%	-1%
CCN(CC)S(=O)(=O)c1ccc(-c2nnc(SCC(=O)N3CCc4ccccc43)o2)cc1	3%	17%	4%	-21%	-4%	-25%	-4%[12.7 µM]	-3%	-3%
Cc1cccc(C)c1OCCN1C(=O)NC(C)(c2ccccc2)C1=O (stereo unspecified)	-2%	111%[activator]	-2%	-19%	-19%	14%	-1%	-5%	3%
Cc1ccc(-c2cc3ncc4c(n3n2)-c2cc(Cl)ccc2OC4)cc1	22%	27%	nt	5%	-12%	2%	30%[59 µM]	12%	-2%
Cc1cc2c(c(C)c1CCO[C@@H]1O[C@H](CO)[C@@H](O)[C@H](O)[C@H]1O)C(=O)[C@@H](C)[C@@H]2O	nt	25%	-21%	nt	-5%	nt	nt	-14%	nt
O=C(NC(=S)NCc1cccnc1)c1ccccc1[N+](=O)[O-]	-2%	18%	0%	6%	-19%	-1%	-4%[59 µM]	-12%	-2%
CC1=NNC(=O)C1CC(=O)N/N=C/C(C)=C/c1ccccc1 (stereo unspecified)	-5%	20%	-1%	-21%	-17%	nt	19%	-9%	2%
CCN(C(=O)COC(=O)/C=C/c1ccco1)c1c(N)n(Cc2ccccc2)c(=O)[nH]c1=O	nt	?	-31%	nt	-18%	0%	13%[12.7 µM]	-27%	nt
CC1(C)CC(=O)c2cc(C(=O)Nc3ccc(Br)cc3)c(=O)n(-c3ccc(Cl)cc3)c2C1	-7%	1%	nt	?	1%	-3%	1%[59 µM]	-4%	-4%
CCN1C(=O)[C@H]2[C@H]3CN=C(SCc4ccc(Cl)cc4)N3[C@@](C)(C(=O)OC)[C@H]2C1=O	nt	?	22%	nt	-17%	nt	nt	12%	nt
Cc1ccccc1NC(=S)Nc1cccc2cnccc12	-23%	?	?	23%	-2%	-13%	1.8µM*	-14%	-26%
CCn1cc(C(=O)N2CCN(c3ccc(OC)cc3)CC2)c(=O)c2cc(S(=O)(=O)N3CCCCC3)ccc21	?	17%	2%	15%	-17%	?	50µM*	-17%	-3%
Cc1nc(SCc2nc3ccccc3[nH]2)c2oc3cc(Br)ccc3c2n1	nt	0%	-15%	nt	1%	nt	nt	-8%	nt
Cc1ccc(C(=O)N[C@H](C(=O)Nc2ccc(N3CCOCC3)cc2)C(C)C)cc1	nt	33%[activator]	15%	nt	-18%	8%	?	-6%	nt
CC(=O)Oc1ccc2ccccc2c1C(NC(=O)Cc1ccccc1)c1ccccc1 (stereo unspecified)	-3%	-22%	-7%	-9%	-17%	1%	5%[12.7 µM]	-3%	-14%
O=C(NC(=S)Nc1cccc(NC(=S)NC(=O)c2ccco2)n1)c1ccco1	-5%	84%[activator]	1%	22%	11%	-3%	?	-12%	0%
CCc1c(C)nc(SCc2nc(-c3ccccc3C)no2)[nH]c1=O	?	-9%	nt	-5%	-9%	1%	26%[59 µM]	-11%[60.1 µM]	-4%
O=c1c2sc3ccccc3c2n(Cc2cccc(Cl)c2)c(=O)n1Cc1ccccc1	-15%	6%	nt	12%	-2%	1%	0%[59 µM]	0%	-5%
CC(C)CN1CCC(=O)N([C@H](CO)c2ccccc2)CC1	-5%	48%&8%[activator]	23%	41%	-11%	1%	18%	3%&0%	-1%
COc1ccc(NC(=O)NS(=O)(=O)c2ccc(C)cc2)cn1	3%	164%[activator]	8%	14%	-13%	?	3%[0.501 µM]	2%	-6%

Quoted at random: 2 records from the list
SMILES	Apoferritin bind	Pol iota inh	APE1 inh	POLB inh	Pol eta inh	BAZ2B block	G9a block	Pol kappa inh	BLM helicase inh
Cc1ccc(C(=O)N[C@H](C(=O)Nc2ccc(N3CCOCC3)cc2)C(C)C)cc1	nt	33%[activator]	15%	nt	-18%	8%	?	-6%	nt
Cc1ccccc1NC(=S)Nc1cccc2cnccc12	-23%	?	?	23%	-2%	-13%	1.8µM*	-14%	-26%

Further records.
SMILES	Apoferritin bind	Pol iota inh	APE1 inh	POLB inh	Pol eta inh	BAZ2B block	G9a block	Pol kappa inh	BLM helicase inh
COc1ccccc1/C=C/C=N/NC(=O)c1ccc(=O)n(C)c1	0%	8%	1%	5%	-8%	?	0%[59 µM]	-14%	-7%
CCOc1cc2nc(-c3ccc(OC)c(OC)c3)nc(NCCCN3CCOCC3)c2cc1OC	-17%	-16%	-3%	-7%	?	-9%	-8%[59 µM]	-14%	109%[activator]
N#CCC(=O)Nc1ccc(C(=O)OCC(=O)NC(=O)Cc2ccccc2)cc1	nt	24%	-9%	nt	5%	10%	?	-17%	nt
C1=C(CCNc2ncnc3c2[nH]c2ccccc23)CCCC1	-4%	11%	0%	-1%	?	?	56µM*	-11%	-3%
COc1ccc(C(=O)COC(=O)c2sc(C)nc2C)cc1F	nt	17%	-3%	nt	-14%	nt	nt	-3%	nt
CN1C(=O)C(C)(C)c2cc(S(=O)(=O)NCCc3ccc(Cl)cc3)ccc21	-18%	3%	0%	6%	-12%	-11%	nt	-13%	0%
O=C(Nc1ccccc1)/C(=C/c1ccc(O)cc1)NC(=O)c1ccco1	2%	37%[activator]	30%	2%	-9%	0%	19%	-3%	0%
O=C(NCCCNC(=O)c1ccco1)c1ccc(Cl)cc1	3%	58%[activator]	0%[12.4 µM]	-1%	-13%	10%	23%[59 µM]	-5%	1%
Cc1cc(C)c2nc(C)cc(Nc3ccc(C(=O)N(C)C)cc3)c2c1	-10%	23%	-2%	28%	-19%	6%	7%	-19%	5%
Cc1ccc(C(=O)N(CN2CCCC2=O)c2ccc(F)cc2)cc1	1%	-11%	4%	-10%	9%	-9%	3%	-5%	-1%
COc1ccc(OC)c(NC(=O)C2CCN(c3cc(-c4ccccc4)nc4ncnn34)CC2)c1	-6%	-7%	?	6%	6%	0%	-32%	-6%	-3%
Cc1nccn1-c1cc(C(C)(C)C)nc2c(-c3ccccc3)cnn12	6%	25%	1%	0%	-15%	-34%	-15%[59 µM]	-8%	-1%
CCOC(=O)c1nc2sc3c(c2c(=O)[nH]1)CCCC3	60%&-1%[activator]	11%	-2%&1%	-12%&-13%	8%	10%&-4%	27%[59 µM]	1%	0%&-1%
COc1ccc(C)cc1NC(=S)NC12CN3CN(CN(C3)C1)C2	-4%	nt	4%	-4%	nt	-8%	-3%	nt	4%
CC1CN(S(=O)(=O)c2ccc(C(=O)O)cc2)CC(C)O1 (stereo unspecified)	-10%	-1%	0%	20%	-13%	-3%	?	0%	1%
Cc1ccc(Cl)cc1NC(=O)C(NS(=O)(=O)c1cccc2nsnc12)c1ccccc1 (stereo unspecified)	-3%	-14%	nt	0%	-8%	nt	?	-3%	-8%
C=CCOc1ccccc1/C=N/O	-18%	10%	-10%	19%	5%	-1%	-7%	4%	-1%
CN(C)/C=C/C(=O)c1cnc(-c2ccccc2Cl)s1	?	-12%	-5%	-6%	6%	-36%	-28%	-20%	-7%
CC(Oc1cccc(Cl)c1)C(=O)Nc1nc(-c2ccccn2)cs1 (stereo unspecified)	nt	30%	-27%	nt	-22%	56µM*	32µM*	-12%	nt
Cc1ccc(S(=O)(=O)N2CCC(C)CC2)cc1C(=O)NCc1ccccn1	-15%	78%[activator]	39%	18%	-12%	6%	-2%	3%	-3%
Nn1c(SCC(=O)N2CCOCC2)nnc1C1CC1	3%	?	-5%	-3%	-6%	-23%	?	4%	-3%
CCOC(=O)C12CC1/C(=N/O)c1ccccc1O2 (stereo unspecified)	nt	-1%[58.9 µM]	?	11%[57.1 µM]	-6%[57.1 µM]	nt	-10%[59 µM]	-11%[60.1 µM]	nt
CC(=O)c1ccccc1OC(=O)COc1ccc(Cl)cc1C	-24%	68%[activator]	7%	-13%	2%	33%	95%[activator]	-10%	-17%
COc1ccc(C)cc1S(=O)(=O)N(CC(N)=O)Cc1ccccc1	1%	11%	16%	-1%	-10%	-5%	7%[59 µM]	-16%	-2%
Cc1cc(NC(=O)CCC(=O)NNC(=O)c2ccc(C(C)(C)C)cc2)no1	-3%	15%	3%	?	-5%	7%	-7%[59 µM]	-6%	4%

Shown with values under each structure: 2 of the compounds above
Values run as follows: Apoferritin bind, Pol iota inh, APE1 inh, POLB inh, Pol eta inh, BAZ2B block, G9a block, Pol kappa inh, BLM helicase inh
CN(C)/C=C/C(=O)c1cnc(-c2ccccc2Cl)s1
    ?, -12%, -5%, -6%, 6%, -36%, -28%, -20%, -7%
COc1ccc(C)cc1S(=O)(=O)N(CC(N)=O)Cc1ccccc1
    1%, 11%, 16%, -1%, -10%, -5%, 7%[59 µM], -16%, -2%

An excerpt, so the mix of outcomes need not match the whole.
